Fluor 339 460 = intrinsic fluorescence of library compounds, ex339/em460 – biochemical, MLSMR library, data from DPM-DC assay, artefact control, profiling panel; AID 709; actives 5.5% (n = 65,000); fluorescence fold increase at 10 µM; compound autofluorescence, ex339/em460 nm, NADH buffer; active compounds read high; 1 = no-compound wells, NADH background;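 active means at 10 µM, mean starting fluorescence two-fold or more over control wells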;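 further: signal is the first read of a kinetic run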
5HT1E ag = agonists of human 5-HT1E serotonin receptor. P28566. CHO 5-HT1E Ga15 NFAT-bla reporter, FRET; 0% DMSO wells, 100% control agonist wells. activation, % at 6 µM. actives 0.69% (n = 65,000);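 active means activation above a set limit, the screen-wide mean activation plus 3 SD, cut at about 8.5% in these data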;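 further: 100% = positive control agonist at 1 µM giving full maximal response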
MMP-13 inhibitor = MMP13 (human) collagenase inhibition. P45452. MMP-13 fTHP FRET cleavage, Mca fluorescence. inhibition, % at 4 µM. actives 0.07% (n = 65,000). AID 570;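 active means inhibition above the mean of compound-free control plate wells plus 3 SD, cut at about 14% in these data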;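 further: 0% = DMSO wells and 100% = wells with reference MMP-13 inhibitor after basal subtraction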
5-HT1A blocker = antagonists of human 5-HT1a serotonin receptor | P08908 | CHO 5-HT1a Ga15 NFAT-bla reporter, antagonist mode | inhibition, % at 10 µM | actives 0.68% (n = 62,000);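 active means inhibition above the mean of all tested compounds plus 3 SD, cut at about 43% in these data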;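 further: receptor stimulated by 5-CT agonist at 100 nM near EC80; beta-lactamase reporter measured by ratiometric fluorescence of a cleavable substrate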
Target sequence (P08908 whole entry, looked up): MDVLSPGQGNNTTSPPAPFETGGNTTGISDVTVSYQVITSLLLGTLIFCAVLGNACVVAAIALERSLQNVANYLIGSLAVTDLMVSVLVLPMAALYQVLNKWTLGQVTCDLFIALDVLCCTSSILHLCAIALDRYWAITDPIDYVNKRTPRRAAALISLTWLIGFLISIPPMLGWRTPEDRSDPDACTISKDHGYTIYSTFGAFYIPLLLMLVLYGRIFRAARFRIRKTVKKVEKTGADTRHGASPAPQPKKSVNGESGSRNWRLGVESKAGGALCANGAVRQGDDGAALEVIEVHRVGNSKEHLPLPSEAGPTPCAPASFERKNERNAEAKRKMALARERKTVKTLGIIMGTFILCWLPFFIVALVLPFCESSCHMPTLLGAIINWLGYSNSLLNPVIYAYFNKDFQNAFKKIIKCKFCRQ
S1P1 ag-PAM = activates or potentiates agonism at human S1P1 receptor; P21453; S1P1 CRE-bla cells, forskolin, beta-lactamase FRET, potentiator mode; S1P1 agonist co-added at EC20, 2 nM; 100% = saturating reference agonist, 0% = basal; activation, % at 9.5 µM; actives 0.57% (n = 56,000); AID 449;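 active means activation above a cutoff set at the mean activation of all tested compounds plus 3 SD, cut at about 54% in these data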;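 further: forskolin at 4 µM as EC80 and the EC20 agonist is SEW2871; 100% = SEW2871 at its EC100 plus forskolin at EC80; some compounds past the cut are filed as inactive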
S1P3 ag = agonists of human S1P3 receptor. Q99500. S1P3 NFAT-BLA reporter cells, agonism, FRET ratio; relative to 1 µM S1P, basal subtracted. activation, % at 4.5 µM. actives 0.1% (n = 60,000). AID 373;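 active means activation above the screen-wide mean plus 3 SD, cut at about 4.5% in these data, passing the limit was not always enough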; further: some compounds called inactive have numbers as strong as hits
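Assay system: stable CHO line with human S1P3, Gα16, NFAT-BLA reporter; Detection: FRET β-lactamase substrate fluorescence, excitation 405 nm, 460/535 nm emission ratio, background-subtracted; Read-out: percent activation versus median 1 µM S1P response, basal-subtracted, per plate; Incubation: cells plated overnight, compound 4 h 37 °C, substrate 2 h RT.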
5HT1E antag = 5-HT1E (human) receptor antagonism; actives 0.99% (n = 65,000); CHO 5-HT1E Ga15 NFAT-bla reporter, FRET, antagonist; P28566; AID 571; inhibition, % at 6 µM;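 active means inhibition above a set limit, the mean inhibition across every tested compound plus 3 SD, cut at about 29% in these data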;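 further: signal is the 460 over 535 nm emission ratio of beta-lactamase substrate; 0% = agonist plus DMSO wells and 100% = wells without agonist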
Abs 340nm = compounds absorbing at 340 nm; compound absorbance at 340 nm, fold over control; fold change at 10 µM; 65,000 tested, under 10 active; AID 708;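 active means at 10 µM dose, initial 340 nm absorbance at least 2 fold that of control wells; inactive means change under 2 fold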;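 further: initial absorbance extrapolated from kinetic A340 decline of NADH oxidation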
Her2 expr inh = Her2 kinase expression inhibition | SKBR-3 HER2 protein level, AlphaScreen, 18-24 h; active compounds read low | HER2 level % of control, % at 10 µM | actives 0.69% (n = 65,000) | P04626;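 active means HER2 level under 5% of the carrier-only control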;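 further: 100% = DMSO carrier and 0% = 500 nM PU-H71 HSP90 inhibitor; lower value means stronger loss of Her2 protein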
The depositor's hits bear a star; x = not tested or not shown; [ ] = remark or other dose. This is a random part of the collection, and some 8.5% of all compounds hit somewhere here.

SMILES	Fluor 339 460	5HT1E ag	MMP-13 inhibitor	5-HT1A blocker	S1P1 ag-PAM	S1P3 ag	5HT1E antag	Abs 340nm	Her2 expr inh
CN(C)S(=O)(=O)c1ccc(S(=O)(=O)N(Cc2ccco2)Cc2ccccc2Cl)cc1	1	-0.9	5	22	9	-1.6	32*	1	73
O=C(c1n[nH]c(=O)c2ccccc12)N1CCOCC1	0.92	2.3	-2	4	-5	0.5	-6	0.97	94
O=C(CSc1ncn(-c2ccccc2)n1)Nc1ccc2c(c1)OCCO2	1.5	0.4	0	8	7	-1.5	6	1	x
CCCc1cc(=O)oc2cc(OCC(=O)OC)cc(OCC(=O)OC)c12	2.1*	-1.0	-126[fluorescence artefact?]	6	2	-0.7	-2	1	111
C=CCN1C(c2ccc(OCC)cc2)=CS/C1=C(\C#N)c1nnc2n1CCCCC2	1.1	0.2	-4	-7	-7	-0.2	7	1.1	67
O=C(c1ccco1)N1CCN(C(=O)C2CCN(S(=O)(=O)c3cccc4nsnc34)CC2)CC1	1.1	-0.7	5	-2	-13	0.3	-11	1	112
Cc1ccc(-c2nn3c(C)nnc3s2)cc1NC(=O)COc1ccc(Cl)cc1	1.1	1.4	3	-12	-1	-0.1	-7	1	66
O=C(NC12CC3CC(CC(C3)C1)C2)N1CC2Cc3cccc(=O)n3C(C2)C1 (configuration not stated)	1.1	0.0	-3	1	-31	-0.3	0	0.99	97
CCCCn1c(SCC(=O)c2ccc3c(c2)OCCO3)nnc1-c1ccoc1C	1.1	0.0	3	19	20	-0.7	2	0.96	89
CC(c1ccccc1)n1cnc2ccccc21 (configuration not stated)	1.1	0.5	0	11	x	-1.5	4	1.1	76
C=CCn1c(C)cc(C(=O)COC(=O)COc2ccccc2C#N)c1C	1.1	-0.8	0	4	-5	-1.4	10	1	94
OC(c1cccnc1)c1cccs1 (configuration not stated)	1.3	0.3	-2	-12	-3	-0.2	2	1	81
CN1CCN(C(=O)CCCOc2ccc(Cl)cc2Cl)CC1	1.1	-0.8	2	9	1	-1.9	13	1	99
CCOC(=O)C(C(=O)OCC)C(C#N)c1ccccc1 (configuration not stated)	1.1	0.1	0	-1	1	1.6	-9	1	97
O=S1(=O)C=C(Sc2nc3ccccc3s2)c2ccccc21	1.1	-0.4	-12	98*	114*	-1.9	106*	1	-18*
CCOC(=O)COn1c(=O)c(-c2cccs2)[n+]([O-])c2ccccc21	1.6	-0.7	-8	20	-10	-1.1	-8	1.1	125
COc1ccc(CC(=O)Nc2c3c(nn2-c2cccc(Cl)c2)CS(=O)C3)cc1 (configuration not stated)	1	1.4	1	4	-11	-0.4	3	0.98	76
CC(=O)c1cccc(NC(=O)Nc2cnn(Cc3ccc(F)cc3)c2)c1	1.1	-1.3	2	15	16	-1.0	17	1	106
c1ccc(CCc2nn3c(Cn4cnc5ccccc54)nnc3s2)cc1	1.1	-0.3	0	7	11	-1.3	-6	1	105
CCOc1ncccc1C(=O)Nc1cccc(C(=O)Nc2cccc(S(=O)(=O)CCO)c2)c1	1.2	-0.4	-4	-5	-52	0.8	21	1	91
O=C(CN(Cc1ccc(F)cc1)C(=O)c1ccco1)NCc1ccc(F)cc1	1	-0.6	0	15	0	-0.9	-3	0.99	72
O=C(C1=C(O)C(=O)N(CC2CCCO2)C1c1cccnc1)c1ccco1 (configuration not stated)	1.1	-0.9	2	10	-4	-0.8	0	1.1	106
O=S(=O)(N[C@@H]1C[C@H]2CC[C@@H]1C2)c1cccs1	1.1	-0.3	6	x	6	-1.6	-1	1	120
COc1ccc(S(=O)(=O)n2nc(OC(=O)c3c(-c4ccccc4Cl)noc3C)cc2N)cc1	1.1	0.2	1	17	35	-0.5	-8	1	95
CN(C)c1ccnc2sc3c(=O)n(-c4ccccc4)cnc3c12	1.3	0.2	2	7	x	-0.3	-5	1.1	115
O=S(=O)(NCc1ccc2c(c1)OCO2)c1cnc[nH]1	1.1	-0.5	-10	4	-12	-1.7	0	1.1	107
CC(C)CCn1cnc2c1c(=O)n(C)c(=O)n2C	1.1	-0.7	0	-7	19	-1.0	-2	1.1	85

Quoted at random: 5 entries already listed.
SMILES	Fluor 339 460	5HT1E ag	MMP-13 inhibitor	5-HT1A blocker	S1P1 ag-PAM	S1P3 ag	5HT1E antag	Abs 340nm	Her2 expr inh
c1ccc(CCc2nn3c(Cn4cnc5ccccc54)nnc3s2)cc1	1.1	-0.3	0	7	11	-1.3	-6	1	105
CCOc1ncccc1C(=O)Nc1cccc(C(=O)Nc2cccc(S(=O)(=O)CCO)c2)c1	1.2	-0.4	-4	-5	-52	0.8	21	1	91
CC(c1ccccc1)n1cnc2ccccc21 (configuration not stated)	1.1	0.5	0	11	x	-1.5	4	1.1	76
Cc1ccc(-c2nn3c(C)nnc3s2)cc1NC(=O)COc1ccc(Cl)cc1	1.1	1.4	3	-12	-1	-0.1	-7	1	66
O=C(CSc1ncn(-c2ccccc2)n1)Nc1ccc2c(c1)OCCO2	1.5	0.4	0	8	7	-1.5	6	1	x

5HT1E antag, hit marks shown above
SMILES	Fluor 339 460	5HT1E ag	MMP-13 inhibitor	5-HT1A blocker	S1P1 ag-PAM	S1P3 ag	5HT1E antag	Abs 340nm	Her2 expr inh
CN(C)S(=O)(=O)c1ccc(S(=O)(=O)N(Cc2ccco2)Cc2ccccc2Cl)cc1	1	-0.9	5	22	9	-1.6	32*	1	73
O=S1(=O)C=C(Sc2nc3ccccc3s2)c2ccccc21	1.1	-0.4	-12	98*	114*	-1.9	106*	1	-18*

3 compounds already listed, arranged by length of the SMILES, largest number first:
SMILES	Fluor 339 460	5HT1E ag	MMP-13 inhibitor	5-HT1A blocker	S1P1 ag-PAM	S1P3 ag	5HT1E antag	Abs 340nm	Her2 expr inh
CN(C)c1ccnc2sc3c(=O)n(-c4ccccc4)cnc3c12	1.3	0.2	2	7	x	-0.3	-5	1.1	115
O=S(=O)(NCc1ccc2c(c1)OCO2)c1cnc[nH]1	1.1	-0.5	-10	4	-12	-1.7	0	1.1	107
CC(c1ccccc1)n1cnc2ccccc21 (configuration not stated)	1.1	0.5	0	11	x	-1.5	4	1.1	76

Compound activity as filed in PubChem BioAssay.
